AMA1-RON2 inh = AMA1-RON2 (P. falciparum) interaction inhibition; AlphaScreen AMA1-biotinylated RON2 peptide binding; Potency, µM (top dose mostly 58.2 µM), for inactives: at the highest dose activity change, negative = inhibition, usual class: inhibitors; 360,000 compounds, 0.2% hits;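 note: potency is the fitted concentration of half-maximal effect; 0% = vehicle wells and -100% = peptide control; nearly all actives have a fitted effect of over 45% in size; some results filed as inactive show a strong effect at the top dose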
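AMA1 (3D7) with his tag at 25 nM final met compounds first, then biotinylated RON2 peptide at 25 nM; detection used donor plus acceptor beads, 10 µg/mL apiece, read by AlphaScreen after 30 min at room temperature.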
AmpC no deterg = AmpC beta-lactamase inhibition without detergent. P00811. AmpC nitrocefin hydrolysis, absorbance 480 nm, 0.0001% Triton. Potency, µM (titrated, usually from 57.1 µM), for inactives: at the highest dose activity change, negative = inhibition, usual class: inhibitors. 330,000 compounds, 0.52% hits;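 note: potency is the fitted concentration of half-maximal effect; plate controls were no compound for no effect and no enzyme for full effect; nearly all actives have a fitted effect of over 20% in size; some results filed as inactive show a strong effect at the top dose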
Target sequence (P00811 whole entry, looked up): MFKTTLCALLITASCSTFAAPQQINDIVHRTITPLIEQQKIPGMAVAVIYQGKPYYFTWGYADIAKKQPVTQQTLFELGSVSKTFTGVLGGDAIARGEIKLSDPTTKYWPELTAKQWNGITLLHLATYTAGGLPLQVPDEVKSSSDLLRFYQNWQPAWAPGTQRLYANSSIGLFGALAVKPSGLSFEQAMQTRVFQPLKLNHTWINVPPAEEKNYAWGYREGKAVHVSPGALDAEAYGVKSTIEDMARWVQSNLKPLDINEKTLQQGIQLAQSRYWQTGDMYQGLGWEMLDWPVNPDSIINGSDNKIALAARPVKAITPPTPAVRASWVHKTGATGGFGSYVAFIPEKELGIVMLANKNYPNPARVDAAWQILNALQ
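20 mM phosphate pH 7.0 + 0.01% (detergent screen) or 0.0001% Triton X-100; 5.3 nM AmpC reagent; cpd preinc 15 min RT; nitrocefin (800 uM stock) to start; A480 q20 s × 4 min; Activity was normalised to no-enzyme and no-compound control wells.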
AmpC inh detg = blocks E. coli AmpC beta-lactamase in detergent assay; P00811; AmpC hydrolysis of nitrocefin, absorbance 480 nm, 0.01% Triton; Potency, µM (series often up to 114 µM), for the others: at the top dose activity change, negative = inhibition, most hits filed as inhibitors; 370,000 compounds, 0.041% hits; AID 485294;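 note: potency is the fitted concentration of half-maximal effect; 0% = no-compound wells and -100% = no-enzyme wells; nearly all actives have a fitted effect of over 25% in size; some results filed as inactive show a strong effect at the top dose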
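AmpC (5.3 nM in the dispensed reagent) in 20 mM phosphate pH 7.0 with 0.01% (detergent screen) or 0.0001% Triton X-100 was preincubated with compounds for 15 min at room temperature. Nitrocefin was then added from an 800 uM solution, and hydrolysis was followed at 480 nm.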
LmPK inh = inhibitors of Leishmania mexicana pyruvate kinase; 290,000 compounds, 0.37% hits; Potency, µM (doses to about 57.5 µM), inactives show at the highest dose activity change, negative = inhibition, actives largely listed as inhibitors; purified LmPK, Kinase-Glo ATP luminescence, 1 h; note: potency is the fitted concentration of half-maximal effect
Target sequence (Q27686 whole entry, looked up): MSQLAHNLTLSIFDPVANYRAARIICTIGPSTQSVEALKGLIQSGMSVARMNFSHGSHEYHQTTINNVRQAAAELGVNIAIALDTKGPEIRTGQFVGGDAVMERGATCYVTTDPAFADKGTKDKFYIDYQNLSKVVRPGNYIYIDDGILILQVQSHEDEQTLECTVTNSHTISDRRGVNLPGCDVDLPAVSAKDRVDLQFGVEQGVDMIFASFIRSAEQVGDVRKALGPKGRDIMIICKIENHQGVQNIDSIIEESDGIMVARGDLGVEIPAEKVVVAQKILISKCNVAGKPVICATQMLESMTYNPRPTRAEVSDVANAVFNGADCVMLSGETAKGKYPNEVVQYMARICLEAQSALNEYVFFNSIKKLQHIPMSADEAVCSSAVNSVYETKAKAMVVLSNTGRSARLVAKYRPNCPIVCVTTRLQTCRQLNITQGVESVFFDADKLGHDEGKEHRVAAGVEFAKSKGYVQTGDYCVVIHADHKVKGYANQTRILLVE
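Screened at intermediate enzyme activity to detect both inhibitors and activators: LmPK at 0.1 nM, with a 0.5 nM enzyme column as activation reference. PEP 0.5 mM, ADP 0.1 mM; ATP detected by luminescence after 1 h.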
TbPYK inhibitor = blocks Trypanosoma brucei pyruvate kinase; Q57TT1; TbPYK enzyme, Kinase-Glo Plus ATP luminescence, 45 min; Potency, µM (titrated, usually from 76.8 µM), for the others: at the highest dose activity, negative = inhibition, hits mostly inhibitors; 410,000 compounds, 0.12% hits; AID 624173; note: potency is the fitted concentration of half-maximal effect; nearly all actives have a fitted effect of over 50% in size
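Enzyme and substrate buffer are dispensed first and compound is pin-transferred. ADP at 130 uM final then starts the reaction, which runs 45 min at room temperature. Detection reagent is added for 10 min before luminescence is imaged.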
HCMV inh = human cytomegalovirus inhibition. activity change, negative = inhibition, % at 57.5 µM. AID 1259415. HFF cells, HCMV-luciferase reporter, 72 h; active compounds read low. 410,000 compounds, 4.5% hits; in the data active = activity change below about -60%; inconclusive = no clear call, values can overlap the other calls; inactive = above about -39%
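Screen run at 2 compound doses on HFFs infected with reporter HCMV, MOI 1 PFU/cell. Luciferase activity from cell lysates at 72 h post infection gave inhibition relative to buffer-only and Salinomycin wells.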
Sm TGR inh = S. mansoni TGR enzyme inhibition; Q962Y6; 360,000 compounds, 3% hits; purified TGR, DTNB reduction, TNB absorbance 405 nm; Potency, µM (titrated, usually from 114 µM), inactives show at the top dose activity change, negative = inhibition, hits mostly inhibitors; note: potency is the fitted concentration of half-maximal effect; nearly all actives have a fitted effect of over 60% in size
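First, TGR (20 nM dispensed) and NADPH were mixed with compound. Second, a 15 min room-temperature incubation followed. Third, further NADPH and then DTNB were added to start the reaction. Finally, TNB absorbance was monitored kinetically.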
* hit, by the source's call; ? = inconclusive; nt = not tested or not shown; & = joins results of further samples; [ ] = dose if it differs, or a comment. Unless noted, calls come from the whole dose curve; as a rule, active = well fitted curve in the direction sought with a large enough effect; inconclusive = small, poorly fitted or top-dose-only effect, or another doubt; inactive = no such curve, though single readings can be large; an effect the other way counts as inactive or inconclusive. Unless noted, % is set by controls: 0 for no effect and ±100 for the full control effect.

SMILES	AMA1-RON2 inh	AmpC no deterg	AmpC inh detg	LmPK inh	TbPYK inhibitor	HCMV inh	Sm TGR inh
COc1ccc(S(=O)(=O)N(C)C[C@H]2Oc3c(NC(=O)NC4CCCCC4)cccc3C(=O)N([C@H](C)CO)C[C@@H]2C)cc1	-19%	276%[activator]	nt	nt	5%	-26	nt
Cc1ccc2cc(C#N)c(N3CCCN(C(=S)NCCCN(C)C)CC3)nc2c1	3%	64%[activator]	-13%	-6%	-2%	-5	?
Cn1cccc1C(=O)NCC(c1ccco1)N1CCCCC1 (centres undefined)	-5%	-2%	-18%	nt	2%	-29	-10%
CC(C)NC(=O)CC1OC(=O)c2ccccc21 (centres undefined)	21%	-19%	-7%	-7%	2%	18	0%
CC1(C)Oc2cc3oc(=O)ccc3cc2C[C@@H]1O	-2%	-2%	nt	nt	5%	-15	nt
CN1C(c2ccccc2)CC(=NO)CC1c1ccccc1 (centres undefined)	-6%	-7%	-1%	11%	4%	-35	11%
O=C(CCCCCn1c(=O)[nH]c2ccsc2c1=O)NCc1ccc2c(c1)OCO2	14%	-3%	-11%	-4%	-8%	55	-19%
COC(=O)[C@H](Cc1c[nH]c2ccccc12)NCc1cccc(B(O)O)c1	-8%	nt	nt	nt	-1%	20	nt
COc1ccc(CC(=O)Nc2ccc3c(c2)CCC3)cc1OC	1%	-1%	-12%	7%	-5%	-21	-23%
CC(=O)Nc1ccc(NC(=O)c2cc(-c3cc(C)cc(C)c3O)n[nH]2)cc1	96%[activator]	32%	-2%	-4%	-2%	?	-13%
N#Cc1c(N)c(C#N)c(-c2ccc3c(c2)OCO3)c2c1CCCC2	-12%	-40%	-13%	1%	3%	?	-1%
CC1C(C#N)=C(SCC(N)=O)NC2=C1C(=O)CC(C)(C)C2 (centres undefined)	19%	-10%	3%	-1%	-11%	?	-2%
CC(C)NCCOCCOc1ccccc1F	?	-7%	-1%	-6%	2%	-26	-10%
Cc1ccc(-c2c(C(=O)NCCc3ccccc3)oc(=O)c3ccccc23)cc1	nt	nt	7%	nt	-17%	65	2%
Cc1ccccc1N=C1NC(=O)CC(c2ccccc2)S1 (centres undefined)	-6%	4%	-5%	10%	2%	14	1%
CCOc1cc(C2C(C#N)=C(N)Oc3c2c(=O)oc2ccccc32)ccc1OC(=O)c1cccs1 (centres undefined)	-14%	16µM*	?	1%	1%	16	-15%
Cc1cccc(-c2csc(NC(=O)c3cnccn3)c2C(=O)OC(C)C)c1	15%	-21%	?	-2%	-12%	25	33%
CCOC(=O)C1CCCN(CCC(=O)Nc2ccc(Br)cc2)C1 (centres undefined)	-9%	23%	3%	0%	-2%	-6	-10%
CCONC(=NC)c1nonc1N	0%	-13%	2%	9%	-3%	32	4%
C/C(CCC1CC(C)(C)OC1=O)=N\NC(N)=S (centres undefined)	36%[activator]	-11%	2%	-5%	7%	-93*	3%
CCOCCCn1c(=N)c(C(=O)NCc2ccc3c(c2)OCO3)cc2c(=O)n3ccccc3nc21	nt	-6%	?	-3%	nt	-12	0%
Cc1onc(-c2c(F)cccc2Cl)c1C(=O)N1C=CC(C(F)(F)F)=NCC1	1%	1%	2%	-4%	-22%	28	4%
Cc1cc(C)n2nc(SCc3cc(=O)oc4ccc5ccccc5c34)nc2n1	-2%	-8%	-6%	0%	-6%	-20	0%
CCc1nn(C(CC)C(=O)NCCc2ccc(OC)cc2OC)c(=O)c2cc3occc3n12 (centres undefined)	6%	11%	1%	4%	0%	0	0%
COc1cc2c(C#N)c(N3CCCC3)nc(N)c2c(N)n1	12%&16%	3%	5%	4%	2%&-2%	-19&-11	7%

Full records, quoted from the list.
COC(=O)[C@H](Cc1c[nH]c2ccccc12)NCc1cccc(B(O)O)c1 in the list: AMA1-RON2 inh: -8%; AmpC no deterg: nt; AmpC inh detg: nt; LmPK inh: nt; TbPYK inhibitor: -1%; HCMV inh: 20; Sm TGR inh: nt
CCc1nn(C(CC)C(=O)NCCc2ccc(OC)cc2OC)c(=O)c2cc3occc3n12 (centres undefined) in the list: AMA1-RON2 inh: 6%; AmpC no deterg: 11%; AmpC inh detg: 1%; LmPK inh: 4%; TbPYK inhibitor: 0%; HCMV inh: 0; Sm TGR inh: 0%

Returning to the listing, repeating the two entries before the break.
SMILES	AMA1-RON2 inh	AmpC no deterg	AmpC inh detg	LmPK inh	TbPYK inhibitor	HCMV inh	Sm TGR inh
CCc1nn(C(CC)C(=O)NCCc2ccc(OC)cc2OC)c(=O)c2cc3occc3n12 (centres undefined)	6%	11%	1%	4%	0%	0	0%
COc1cc2c(C#N)c(N3CCCC3)nc(N)c2c(N)n1	12%&16%	3%	5%	4%	2%&-2%	-19&-11	7%
C[C@]12CCC3C(CC[C@H]4[C@H](O)[C@H](O)CC[C@]34C)C1CCC2=O (some centres undefined)	-9%	nt	nt	nt	-5%	?	nt
COc1ccc(Cl)cc1NC(=O)c1cc(-c2ccco2)on1	-4%	-14%	-9%	1%	-5%	25	-13%
CCN(CC)c1ccc(/C=C2/C(=O)ON=C2C)cc1	-20%	-22%	-13%	-15%	-6%	-65*	-10%
CCOc1ccc(C2(C)NC(=O)N(CCN(C)C)C2=O)cc1 (centres undefined)	1%	-14%	?	4%	-3%	9	-2%
COc1ccc(CCN2CC(C(=O)NC3CCCCC3)CC2=O)cc1OC (centres undefined)	-4%	-1%	?	1%	-5%	0	3%
Cc1ccc(C(C(=O)NCc2ccccc2)N(C(=O)c2csnn2)C2CC2)cc1 (centres undefined)	2%	-3%	-8%	1%	9%	?	-11%
O=C(NC(=S)Nc1ccc(S(=O)(=O)N2CCCC2)cc1)C1CC1	78%[activator]	-29%	-7%	2%	-5%	?	nt
CCn1c(SC(C)C(=O)NCC2CCCO2)nc2scc(-c3ccccc3)c2c1=O (centres undefined)	-10%	144%[activator]	?	nt	-11%	?	5%
Cc1cc(=O)[nH]c(N/N=C/c2cccc([N+](=O)[O-])c2)n1	nt	-4%	-10%	-1%	nt	35	-20%
CCC(C)NC(=O)Cn1c(=O)n(CCCCC(=O)NCc2ccco2)c(=O)c2ccccc21 (centres undefined)	-4%	-13%	-11%	10%	-2%	-14	0%
Fc1ccc(-c2nc3c4c(-c5ccccc5)c(-c5ccccc5)oc4ncn3n2)cc1	nt	nt	-6%	nt	1%	-4	2%
CN(C)C(CNC(=O)c1cccnc1Sc1ccccc1)c1ccco1 (centres undefined)	-16%	-23%	?	4%	2%	9	?
CCN(CC)S(=O)(=O)c1ccc(C)c(NC(=S)N2CCN(C/C=C/c3ccccc3)CC2)c1	-3%	129%[activator]	-2%	0%	-3%	?	1%
Cc1cc(NC(=O)CSCc2nc(-c3cccc(Cl)c3)oc2C)no1	1%	-11%	?	1%	-2%	?	-8%
C=CCn1c(=NC(=O)c2cccc(N3C(=O)CCC3=O)c2)sc2cccc(OC)c21	2%	3%	3%	7%	-6%	0	18%
CC1CC(C)CN(C(=O)c2cccc3c2-c2ccccc2C3=O)C1 (centres undefined)	-2%	3%	-10%	6%	-5%	-15	6%
O=C(Nc1cccc2ccccc12)N1CCc2ccccc2C1	-15%	-18%	-12%	8%	3%	-10	-5%
CN(C(=S)Nc1ccc(F)cc1)C1(c2ccccc2Cl)CCCCC1=O (centres undefined)	-6%	-13%	-15%	-1%	-4%	43	4%
CC1CCCN(C(=O)CCNC(=O)Cn2cnc3ccccc3c2=O)C1 (centres undefined)	5%	-5%	-10%	4%	4%	-8	2%
CNc1ccc(-c2nc(-c3ccco3)no2)cc1[N+](=O)[O-]	nt	nt	-1%	nt	0%	102	12%
COc1ccc(N2CCN(CCCNC(=O)c3nnc(Cc4ccccc4Cl)o3)CC2)cc1	nt	nt	16%	nt	-6%	-28	5%
COc1ccccc1CN(C)CC(=O)NC1CCCc2ccccc21 (centres undefined)	12%	50%	0%	-10%	2%	-4	6%
Cc1ccc(C)c(NC(=O)COC(=O)CNC(=O)C2CCCCC2)c1	-7%	-16%	2%	nt	1%	-8	-1%
Cc1cc(Br)ccc1NC(=O)CNC(=O)CN1C(=O)NC2(CCCCCC2)C1=O	-4%	55%	-10%	12%	8%	2	2%[11.4 µM]
CCOC(=O)N1CCN(c2c(NCc3ccccc3OC)c(=O)c2=O)CC1	10%	-36%	-15%	-2%	1%	103	1%

Looked up above.
Under TbPYK inhibitor, CCN(CC)S(=O)(=O)c1ccc(C)c(NC(=S)N2CCN(C/C=C/c3ccccc3)CC2)c1 has the entry -3%
Under AmpC no deterg, COc1ccc(Cl)cc1NC(=O)c1cc(-c2ccco2)on1 has the entry -14%

The results go on:
SMILES	AMA1-RON2 inh	AmpC no deterg	AmpC inh detg	LmPK inh	TbPYK inhibitor	HCMV inh	Sm TGR inh
COc1cc(OC)c(N(C)C(=O)Cn2ncc3c([nH]c4ccccc43)c2=O)cc1Cl	nt	nt	1%	nt	-1%	19	1%
Clc1ccc(-c2nc(CSc3ccccn3)cs2)cc1	64%[activator]	nt	nt	nt	4%	3	nt
CC(NC(=O)NC1CCCCC1)c1ccccc1 (centres undefined)	8%	-15%	0%	-2%	3%	?	6%
CCOC(=O)N1CCC(N2C(=O)c3ccccc3C2Nc2cc(C)cc(C)c2)CC1 (centres undefined)	-13%	137%[activator]	3%	2%	2%	-27	3%
CN1C(=O)/C(=C/c2ccc(OCc3ccc(C(=O)O)cc3)c(Cl)c2)NC1=S	-3%	-38%	?	-2%	4%	60	10%
COc1ccc(Br)c(C(=O)Nc2cccc(Cl)c2Cl)c1	0%	-12%	-12%	0%	2%	-34	-2%
CC(=O)c1nc(-c2ccccc2)sc1C	6%	-10%	?	2%	1%	-11	-2%
CC(NC(=O)CCCC1CCCCC1)c1ccc(S(N)(=O)=O)cc1 (centres undefined)	17%	-53%	?	2%	5%	?	7%
O=C(NCc1ccccc1)NC(=O)c1ccccc1F	0%	-26%	-12%	-4%	-1%	-13	5%
C[C@H](CO)N1C[C@H](C)[C@H](CN(C)C(=O)c2cc(-c3ccccc3)on2)OCc2cnnn2CCCC1=O	-13%	nt	nt	nt	-1%	2	nt
COC(=O)N1C(c2ccccc2)C1c1ccccc1 (centres undefined)	-13%	-8%	6%	2%	3%	-22	0%
O=C(CSc1nc2ccccc2c(=O)n1Cc1ccco1)N1CCCCCC1	15%	27%	-1%	1%	-22%	?	-2%
Cc1cc(NC(=O)COc2cccc(Oc3ccccc3)c2)no1	-6%	-27%	1%	0%	-6%	-25	9%
CCOc1cc2[nH]c(=O)n(CCC(=O)N3CCN(c4cccc(Cl)c4)CC3)c(=O)c2cc1OCC	nt	nt	7%	nt	-3%	16	1%
O=C(C[n+]1ccccc1)N/N=C/c1cccs1	-10%	-15%	1%	-3%	-2%	40	-2%
